TPT1 inh: Candida albicans TPT1 enzyme inhibitors, primary screen, biochemical, fluorescence polarization | 0.81% of 300,000 active | AID 1962, 2009 | tRNA 2'-phosphotransferase TPT1 (Candida albicans SC5314) | recombinant caTPT1, FP RNA substrate dephosphorylation | inhibition, % at 5 µM;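 active = inhibition above the mean of all tested compounds plus 3 SD, set per screening campaign, cut at about 24% in these data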;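 also: plate controls were DMSO alone for no effect and ferristatin control at 100 nM for full effect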
PME-1 inh: PME-1 inhibitors via competitive probe labeling, primary screen, biochemical, fluorescence polarization, FP-Rh probe, HTS; Protein phosphatase methylesterase 1 (Homo sapiens), Q9Y570; recombinant PME-1; inhibition, % at 5.9 µM; 0.53% of 320,000 active;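 active = inhibition above the campaign mean of all compounds plus 3 SD, cut at about 26% in these data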;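 also: competitive labeling of PME-1 active site by serine hydrolase directed probe; 0% = PME-1 with DMSO and 100% = wells lacking PME-1 enzyme; inhibitors block probe labeling so polarization falls and inhibition rises; many of its hits are not listed in these tables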
GLD-1 RNA inh: GLD-1/TGE RNA complex disruptors, primary screen, biochemical, fluorescence polarization; purified GLD-1 + fluorescein TGE RNA; inhibition, % at 5.96 µM; 0.44% of 320,000 active; AID 2280, 2010;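 active = percent inhibition above a per-plate cutoff, the plate mean of test compounds plus 3 SD, cut at about 30% in these data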;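 also: 0% = DMSO wells with GLD-1 and probe and 100% = wells lacking GLD-1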
PAD4 FP inh: human PAD4 inhibitors, primary screen, biochemical, fluorescence polarization, 1536-well format; inhibition, % at 6.36 µM; 0.41% of 330,000 active; recombinant PAD4, RCA probe fluorescence polarization; Protein-arginine deiminase type-4 (Homo sapiens), Q9UM07;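 active = percent inhibition above a cutoff equal to the mean of all tested compounds plus 3 SD, cut at about 15% in these data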;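 also: 0% = PAD4 with RCA probe and DMSO and 100% = probe without PAD4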
Target sequence (Q9UM07 whole entry, looked up): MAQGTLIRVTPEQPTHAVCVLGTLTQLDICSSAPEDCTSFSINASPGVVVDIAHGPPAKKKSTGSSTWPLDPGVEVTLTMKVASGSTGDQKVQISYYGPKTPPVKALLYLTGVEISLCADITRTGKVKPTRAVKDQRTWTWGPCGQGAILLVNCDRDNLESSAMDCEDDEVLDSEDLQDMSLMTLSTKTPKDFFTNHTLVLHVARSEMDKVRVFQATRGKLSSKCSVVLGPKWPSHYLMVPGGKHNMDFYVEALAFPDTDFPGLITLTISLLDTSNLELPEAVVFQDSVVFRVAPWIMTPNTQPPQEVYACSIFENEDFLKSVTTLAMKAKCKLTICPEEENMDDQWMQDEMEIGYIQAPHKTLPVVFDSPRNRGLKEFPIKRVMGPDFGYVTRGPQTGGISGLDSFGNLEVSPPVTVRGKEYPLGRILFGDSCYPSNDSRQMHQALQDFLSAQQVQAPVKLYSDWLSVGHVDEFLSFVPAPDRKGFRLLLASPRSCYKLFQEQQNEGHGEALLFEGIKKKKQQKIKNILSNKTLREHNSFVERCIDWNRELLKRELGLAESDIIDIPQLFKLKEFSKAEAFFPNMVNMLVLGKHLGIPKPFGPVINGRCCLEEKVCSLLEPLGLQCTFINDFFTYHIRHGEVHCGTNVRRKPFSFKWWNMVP
Fam108B counter: mouse Fam108B serine hydrolase inhibitors, primary screen, counter-screen for RBBP9 inhibitor project, biochemical, fluorescence polarization; inhibition, % at 9.51 µM; 0.33% of 300,000 active; recombinant Fam108B, FP-Rh probe fluorescence polarization;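 active = inhibition above the screen mean inhibition plus 3 SD, computed separately per campaign, cut at about 18% in these data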;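 also: inhibitors lower polarization as less probe binds the enzyme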
MCL1 BIM primary: inhibitors of MCL1 binding to BIM-BH3, primary screen, biochemical, fluorescence polarization. Induced myeloid leukemia cell differentiation protein Mcl-1 (Homo sapiens), Q07820. GST-MCL1 / FITC-Bim-BH3 fluorescence polarization. inhibition, % at 10.9 µM. 0.68% of 320,000 active;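 active = inhibition above the mean inhibition of all tested compounds plus 3 SD, set per campaign, cut at about 40% in these data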;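 also: 0% = DMSO wells and 100% = unlabeled Bim-BH3 peptide control; higher means more loss of mP so more displacement of Bim peptide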
Bcl-xL primary: inhibitors of human Bcl-xL, primary screen, biochemical, fluorescence polarization, HTS | 0.7% of 320,000 active | inhibition, % at 10.9 µM | GST-Bcl-xL / FITC-Bim BH3 peptide fluorescence polarization;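 active = inhibition above the mean of all tested compounds plus 3 SD, cutoff set per campaign, cut at about 30% in these data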;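 also: 0% = DMSO wells and 100% = unlabeled Bim-BH3 peptide competitor; inhibitors lower millipolarization by displacing the labeled peptide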
GSTO1 counter: inhibitors of recombinant GSTO1, primary screen, counter-screen for RBBP9 inhibitor project, biochemical, fluorescence polarization; Glutathione S-transferase omega-1 (Homo sapiens), P78417; AID 1974, 2009; inhibition, % at 5.96 µM; 1.1% of 300,000 active; activity-based probe fluorescence polarization;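 active = inhibition above the campaign mean inhibition plus 3 SD, cut at about 35% in these data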;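 also: 0% = GSTO1-1 with DMSO and 100% = wells lacking GSTO1-1 enzyme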
Target sequence (P78417 whole entry, looked up): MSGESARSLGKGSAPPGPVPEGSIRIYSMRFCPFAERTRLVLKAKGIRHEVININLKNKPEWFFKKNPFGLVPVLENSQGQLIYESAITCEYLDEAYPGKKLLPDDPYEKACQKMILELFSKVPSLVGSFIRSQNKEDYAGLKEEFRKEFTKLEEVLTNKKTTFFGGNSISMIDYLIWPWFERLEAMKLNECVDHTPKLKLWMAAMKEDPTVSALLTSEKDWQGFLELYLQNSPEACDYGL
MEX-5 binding: MEX-5 zinc finger RNA-binding disruptors – biochemical, C. elegans, fluorescence polarization, MLPCN library, primary screen. MEX-5/FITC-TCR2 RNA binding; active compounds read low. activity score (negative = inhibition of binding), % at 10 µM. 0.38% of 300,000 active;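 active = inhibition past about -25% in most replicates, and total fluorescence under double the plate's negative control median, limit read from the data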;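 also: 0% = DMSO and -100% = 5 µM competing unlabeled TCR2 RNA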
* = called active by the depositor; x = not tested or not shown.

SMILES | TPT1 inh | PME-1 inh | GLD-1 RNA inh | PAD4 FP inh | Fam108B counter | MCL1 BIM primary | Bcl-xL primary | GSTO1 counter | MEX-5 binding
Cc1nnc(SCC2=C(C(=O)O)N3C(=O)C(NC(=O)Cc4ccccc4)C3SC2)s1 (configuration not stated) | x | -6 | 3 | -1 | x | 12 | 1 | x | x
Cc1ccc(S(=O)(=O)N2CCCC(C(=O)NCC(C)C)C2)cc1 (configuration not stated) | -3 | 0 | 7 | 0 | -1 | 6 | 8 | -4 | x
Cc1ccc(C(=O)N/C(=C\c2ccc(-c3cccc([N+](=O)[O-])c3)o2)C(=O)NCCCN(C)C)cc1 | -3 | 3 | 1 | 1 | 3 | -9 | -6 | 6 | -1.9
Cc1cc(C(=O)OCC(=O)Nc2cc(C(F)(F)F)ccc2N2CCOCC2)c(C)o1 | 0 | 2 | 1 | 0 | 0 | 2 | -2 | -4 | -0.3
Cc1cc(C)c(S(=O)(=O)N(C)CC(=O)N2CCCCC2)c(C)c1 | 6 | 4 | 2 | -4 | -2 | -6 | -1 | 2 | -1.4
CC(=O)c1ccc(NC(=O)CSc2nnc(NC(=O)C3CC3)s2)cc1 | -4 | -4 | 4 | 0 | -1 | -4 | 0 | -3 | -4.0
COc1cc(NS(=O)(=O)c2ccc(NC(=O)COc3ccccc3Cl)cc2)nc(OC)n1 | 2 | -1 | 3 | 3 | 0 | 2 | 2 | -13 | 1.8
COC(=O)c1ccc(N=NNc2ccc(C(=O)OC)cc2)cc1 | -2 | 2 | 2 | 2 | -8 | -2 | 9 | -1 | -3.0
CNCCCOc1ccc2c(c1)CCC2 | -4 | -2 | -7 | -5 | 0 | -6 | -2 | 5 | -2.0
C=CCn1c(CCc2cc(C(C)(C)C)c(O)c(C(C)(C)C)c2)n[nH]c1=S | 0 | 1 | 3 | 5 | 0 | -9 | -6 | -1 | 0.3
Nc1nnc(N2CCc3ccccc32)s1 | 2 | 6 | 2 | 3 | 5 | 4 | 1 | 17 | 0.8
CC12COC3(C(N)=O)CC1CCC32C (configuration not stated) | -4 | 6 | 6 | -4 | -4 | 6 | 1 | -1 | -3.8
Cc1cc(NC(=O)COc2c(C)cccc2C)no1 | 1 | 5 | 8 | -5 | 0 | -1 | 2 | 3 | 2.0
COc1cc(/C=C2/SC(N)=NC2=O)ccc1Oc1ccc([N+](=O)[O-])cc1[N+](=O)[O-] | 3 | -25 | -2 | 3 | -21 | 5 | 5 | 7 | -0.1
Nc1cccnc1Oc1ccc(F)cc1 | -4 | 0 | 9 | -2 | 0 | 5 | 7 | 0 | -0.2
O=c1c2ccccc2ncn1-c1ccc([N+](=O)[O-])cc1[N+](=O)[O-] | -5 | -1 | -4 | -7 | -7 | -3 | 1 | 23 | -1.1
COCCn1c(SCC(=O)N2CCc3ccccc3C2)nc2cc(Cl)ccc2c1=O | 4 | 4 | -8 | -4 | 0 | 0 | 4 | 2 | 0.1
CC(C)(C)OC(=O)N1CCC(c2cc(=O)n3[nH]c(-c4ccc(Cl)cc4)cc3n2)CC1 | 1 | -8 | 6 | 0 | -1 | 1 | 4 | -4 | -0.5
CCOc1ccc(C(=O)Nc2nnc(S(=O)(=O)Nc3ccccc3C)s2)cc1 | 2 | -2 | -1 | 1 | -3 | 8 | 4 | -9 | 0.2
Cc1cc(C)cc(-n2c(C)cc(C(=O)CSc3nnnn3C)c2C)c1 | 3 | 0 | -2 | -8 | 1 | 7 | 6 | 49* | -0.8
Cc1ccc2nc(/C(C#N)=N/O)[nH]c2c1 | 15 | -10 | -8 | -2 | -3 | -7 | -12 | -3 | 3.2
CN=C(NC#N)SCC(=O)c1ccc(Cl)cc1Cl | 2 | 0 | -3 | 0 | -1 | -2 | 1 | 0 | 0.6
C#CCNC(=O)C1=C[C@@H](c2ccc(Br)cc2)C[C@@H](OCc2ccc(CO)cc2)O1 | 0 | -1 | -9 | -3 | -1 | -3 | 3 | 8 | 3.3
Oc1c(C(c2ccccc2)N2CCN(Cc3ccccc3)CC2)sc2ncnn12 (configuration not stated) | 0 | -4 | 4 | -1 | 2 | 3 | 0 | 1 | 1.8
COc1cc(/C=C(\C#N)c2nc3ccccc3s2)ccc1OCC(=O)Nc1ccccc1 | 60* | -15 | -88 | -18 | -37 | -94 | -37 | -7 | x
COc1ccc(-c2c(=O)n(OCc3ccccc3[N+](=O)[O-])c3ccccc3[n+]2[O-])c(OC)c1 | -5 | 2 | -3 | 4 | -2 | 2 | 6 | 4 | -1.1
CCOc1cc(C(=O)Nc2ncn[nH]2)cc(OCC)c1OCC | -4 | -5 | 8 | 2 | -2 | -1 | 0 | 4 | 20
CC1CCN(C(=O)C(=O)Nc2sc3c(c2C(=O)O)CC(C)(C)OC3)CC1 | -2 | 3 | 5 | -2 | -2 | 11 | 2 | 3 | -2.3
CCOc1ccccc1NC(=O)CN(c1ccc(OC)cc1)S(=O)(=O)c1c(C)[nH]c(=O)[nH]c1=O | 3 | -1 | 3 | -3 | 2 | 6 | 12 | -1 | -1.4
COc1cccc(OCc2cc(C(=O)NC3CCOCC3)no2)c1 | 0 | -2 | 3 | 4 | 2 | 1 | 1 | 7 | -0.9
COc1ccc2oc(C(=O)OC(C)C(=O)N3CCC(C)CC3)c(C)c2c1 (configuration not stated) | x | 1 | 3 | -2 | x | -5 | 1 | x | x
O=C(C1CC1)N1CCN=C1SCc1cccc(F)c1 | -3 | -9 | -6 | 0 | 1 | 1 | 2 | -6 | x
O=C(NNC(=S)NC(=O)c1cccc([N+](=O)[O-])c1)c1ccc(O)cc1 | 4 | -7 | 2 | -1 | -3 | 4 | 6 | 4 | -9.7
Cc1ccc(Nc2c([N+](=O)[O-])ccc3c2=NC2(CCCCC2)N=3)cc1 | -4 | 31* | 3 | -2 | 16 | -1 | 1 | 22 | -0.6
Cc1ccccc1CCN(CC(=O)NCc1ccc(F)cc1)C(=O)c1csnn1 | 0 | -7 | -1 | -1 | 1 | 10 | 7 | 9 | -1.4
C=C(C)c1cccc(C(C)(C)NC(=O)NCc2ccc(OC)cc2)c1 | -3 | 3 | 4 | 2 | 3 | 7 | 4 | 11 | 0.0
O=C1N=C(N2CCOCC2)S/C1=C\c1ccccc1OS(=O)(=O)c1ccccc1 | -3 | 6 | 1 | 1 | 0 | 6 | 3 | 2 | -0.9
COc1ccc(OC)c(Nc2nc(-c3c(C)nc4ncccn34)cs2)c1 | -10 | -4 | 1 | 2 | -2 | 6 | 5 | 0 | -1.6
Cn1c(=O)[nH]c2cc(Cl)cnc21 | -42 | 0 | 44* | 6 | -8 | 73* | 65* | 4 | -32*
O=c1cc(N2CCCCC2)[nH]c(=O)n1C1CCCCC1 | 0 | 4 | 0 | -3 | -4 | -3 | -2 | 2 | 1.5
COc1ccc2c(c1)c(C(=O)N/N=C/c1ccc(O)c(O)c1)c(C)n2C | -1 | -5 | -1 | -3 | -8 | 20 | 9 | 17 | -2.6
CC1C(=O)N2CCCc3cc(S(=O)(=O)N4CCN(c5ccccc5F)CC4)cc1c32 (configuration not stated) | -2 | -3 | -2 | 5 | 2 | 6 | 6 | 4 | -0.7
O=C(O)CC1S/C(=N/N=C/c2ccc(-c3ccc(Cl)c([N+](=O)[O-])c3)o2)NC1=O (configuration not stated) | -2 | 2 | 3 | 5 | 11 | 41* | 19 | 37* | -9.3
COC(=O)Cc1ccc(NC(=S)NCc2ccco2)cc1 | -9 | 1 | -2 | 2 | -1 | 4 | 3 | 4 | -0.5
CC(C)N(C(=S)NCc1ccccc1)c1ccccc1 | 1 | 4 | 7 | -1 | 3 | -4 | 6 | -3 | 3.2
COC1c2ccccc2C(=O)N1CCc1ccc(Cl)cc1 (configuration not stated) | 0 | 2 | -2 | -2 | 2 | 3 | 0 | 0 | 0.1
CC(=O)c1ccc(S(=O)(=O)NCCC(=O)N2CCN(c3ccccn3)CC2)cc1 | x | 2 | -9 | -5 | x | -2 | 0 | x | x
N#CC1=C(SCC(=O)NC2CCCCC2)NC(=O)CC1c1ccco1 (configuration not stated) | 3 | -4 | 4 | 1 | 1 | 8 | 7 | 8 | -1.0
COc1cccc(C(=O)C2CCCN(C(=O)c3ccc(C#CC(C)(C)O)cc3)C2)c1 (configuration not stated) | 2 | -6 | 5 | 2 | -1 | 0 | 4 | 4 | -0.5
Cc1ccc(-n2ncc3c(N4CCN(c5ccc(F)cc5)CC4)ncnc32)c(C)c1 | 1 | 4 | 6 | -5 | 2 | -1 | -3 | 7 | -0.1
O=C(Cn1cnc2c(nnn2Cc2ccc(F)cc2)c1=O)NCc1ccco1 | -2 | -5 | 1 | -3 | -3 | 15 | 9 | 5 | 1.9
COc1ccc(N(C(=O)c2cccnc2)S(=O)(=O)c2ccccc2)cc1 | 3 | -1 | -5 | 0 | -2 | 0 | 3 | 4 | 1.5
CC(=O)c1cc(C(C)=O)c(C)nc1C | 0 | 0 | 4 | -7 | -2 | 0 | -1 | 10 | -0.1
CCN(CC)C(=O)Oc1ccc(NC(C)=O)cc1 | 1 | -7 | 4 | 4 | -4 | -1 | -4 | 26 | -1.0
Cc1c(NC(=O)c2cccs2)cccc1C(=O)O | -9 | -2 | -3 | 4 | 3 | 10 | 10 | 4 | 0.5
CC1(CCc2ccccc2)NC(=O)N(CC(=O)O)C1=O (configuration not stated) | 2 | 7 | -5 | 3 | -1 | -3 | 2 | 0 | -0.4
COc1ccc(Br)cc1-c1nc(CCl)cs1 | 0 | 1 | -2 | 2 | -3 | 10 | 5 | 72* | -0.1
CC(=O)c1ccc(NC(=S)Nc2cccc3cnccc23)cc1 | -1 | -1 | -1 | -11 | -4 | 2 | 0 | 3 | -3.0
Cc1ccc(C(=O)c2ccc(CC(=O)O)n2C)cc1 | -3 | -6 | 2 | 2 | 2 | -2 | -3 | 16 | x
COc1cccc2c(=O)c(C(=O)O)c[nH]c12 | -6 | -4 | 8 | -2 | 0 | 6 | 6 | 7 | -1.3
Further compounds:
SMILES | TPT1 inh | PME-1 inh | GLD-1 RNA inh | PAD4 FP inh | Fam108B counter | MCL1 BIM primary | Bcl-xL primary | GSTO1 counter | MEX-5 binding
Cc1ccc(/C=N/Nc2ccc(Cl)nn2)cc1 | -4 | -1 | -1 | -2 | -1 | 2 | 0 | -4 | 1.5
Cc1ccc(C)c(NC(=O)CN(C)C(=O)c2sccc2C)c1 | 0 | -4 | -1 | -7 | -3 | -3 | 1 | 8 | -0.7
Cc1cc(C)cc(NC(=O)C(=O)NCCc2c[nH]c3ccccc23)c1 | 2 | 3 | 4 | 3 | 0 | -15 | -16 | 1 | 0.1
CC1(C)CC2(CC(c3ccccc3)c3ccc(O)cc3O2)NC(=S)N1 (configuration not stated) | 0 | -6 | -1 | -2 | -1 | -7 | -9 | 0 | 2.3
CCC(=O)c1ccc(N2CCN(C(=O)c3cc([N+](=O)[O-])ccc3F)CC2)c(F)c1 | -1 | -8 | 10 | 2 | 6 | 7 | 13 | 6 | 0.2

Screens (PubChem)

A portion of the library. The share of hits here may be higher or lower than overall.
